MLL CXXC-DNA inh: blocks binding of human MLL CXXC domain to DNA; Q03164; MLL-CXXC / FITC-HOXA9 DNA fluorescence polarization; Potency, µM (doses to about 115 µM), for inactives: at the top dose activity change, negative = inhibition, usual class: inhibitors; 0.037% of 290,000 active; active = well fitted inhibition curve with a large enough effect in the polarisation, with a control signal flat, not every such curve was filed as active; inconclusive = small, poorly fitted or top-dose-only effect, or effect the other way, or a change in a side signal; inactive = no such curve, though single readings can be large or run the other way; the % refers to the polarisation
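Steps: dispense CXXC domain solution (7 uM) → pin compounds or unlabeled HOX-A9 DNA control → 5 min ambient → add FLSN-HOX-A9 solution (50 nM) → spin → 30 min ambient → fluorescence polarization. Tris pH 7.5/NaCl/DTT/BSA buffer.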
BRCA1 expr act: activators of BRCA1 expression. MCF7-BRCA1-FFLuc reporter, luminescence, 48 h; response scale: scaled: vehicle 0%, 10 µM genistein 100%. Potency, µM (series often up to 46.1 µM), without a hit: top-dose activation, most hits filed as activators. 1.1% of 380,000 active; also: nearly all actives have a fitted effect of over 80% in size; some results filed as inactive show a strong effect at the top dose
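Cells: MCF7-BRCA1-FFLuc, 2000/well. Exposure: 48 h, 37 °C, 5% CO2. Read: luminescence, 15 min post-substrate. Controls: genistein 10 microM (maximal activation), DMSO (neutral).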
FLuc modulator: firefly luciferase modulation, counter-screen for miR-21 project. P08659. purified FLuc, Km substrates, luminescence inhibition. Potency, µM (top dose mostly 57.5 µM), without a hit: at the highest dose activity change, negative = inhibition, hits mostly inhibitors. 6.9% of 360,000 active. AID 588342;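 also: plate controls were vehicle for no effect and reference inhibitor for full effect; nearly all actives have a fitted effect of over 55% in size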
Target sequence (P08659 whole entry, looked up): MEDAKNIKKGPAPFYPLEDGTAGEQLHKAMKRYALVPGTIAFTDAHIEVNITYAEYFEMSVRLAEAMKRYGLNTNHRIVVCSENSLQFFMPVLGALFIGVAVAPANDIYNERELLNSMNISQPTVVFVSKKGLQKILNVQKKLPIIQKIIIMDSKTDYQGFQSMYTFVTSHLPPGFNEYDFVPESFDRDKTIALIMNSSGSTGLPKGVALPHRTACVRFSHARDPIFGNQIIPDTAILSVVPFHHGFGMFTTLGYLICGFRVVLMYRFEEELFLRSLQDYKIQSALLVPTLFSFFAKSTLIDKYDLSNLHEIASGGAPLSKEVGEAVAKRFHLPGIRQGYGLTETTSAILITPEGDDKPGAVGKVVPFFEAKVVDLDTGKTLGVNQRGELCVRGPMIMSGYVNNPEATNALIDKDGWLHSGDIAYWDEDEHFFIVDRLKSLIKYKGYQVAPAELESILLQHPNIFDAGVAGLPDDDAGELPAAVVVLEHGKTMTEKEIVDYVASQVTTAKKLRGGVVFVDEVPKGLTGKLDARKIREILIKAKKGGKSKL
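Purified P. pyralis luciferase (10nM final) with 10uM D-luciferin and 10uM ATP (Km levels) in 50mM Tris acetate pH 7.5, 10mM Mg acetate, 0.01% Tween-20, 0.05% BSA; qHTS 6-point titration, ~60 µM downward; luminescence read.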
RORgamma inh: ROR gamma (mouse) transcription inhibition | Potency, µM (series often up to 53.6 µM), without a hit: at the highest dose activity change, negative = inhibition, hits mostly inhibitors | Drosophila S2 Gal4-RORgamma UAS-luciferase reporter, 20 h | 5.4% of 310,000 active | AID 2551; also: % is scaled to controls: 0 for no effect and ±100 for the full control effect; nearly all actives have a fitted effect of over 60% in size
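Luciferase reporter read in Schneider cells carrying Gal4-RORγ (mouse) and UAS-Photinus luciferase; cells given compound 1 h before 700 uM copper sulfate induction, then incubated 20 h at ambient temperature.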
uPA surface inh: inhibitors of cell surface uPA generation. cell surface uPA generation assay, qHTS. Potency, µM (titrated, usually from 38.3 µM), without a hit: at the top dose activity change, negative = inhibition, usual class: inhibitors. 0.31% of 330,000 active. AID 540303; active = well fitted inhibition curve with a large enough effect; inconclusive = small, poorly fitted or top-dose-only effect; inactive = no such curve, though single readings can be large or run the other way; tested in mouse RAW 264.7 cells; also: % is scaled to controls: 0 for no effect and ±100 for the full control effect; nearly all actives have a fitted effect of over 55% in size
Rab9 prom act: Rab9 promoter activation; Huh7 Rab9 promoter-luciferase reporter, luminescence, 24 h; 2.8% of 320,000 active; Potency, µM (doses to about 9.22 µM), inactives show at the top dose activation, negative = inhibition, actives largely listed as activators; also: % of control where 0% means no effect; nearly all actives have a fitted effect of over 60% in size
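Steps: seed 1500 Huh7 Rab9-luc cells per well, rest 2 h at 37 °C; add compound in DMSO; incubate 24 h; add luciferase reagent, 10 min ambient; read luminescence.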
MBNL1 CUG block: blocks human MBNL1 binding to CUG repeat RNA. Q9NR56. TR-FRET MBNL1-His/biotin-(CUG)12 binding, 665/545 ratio. Potency, µM (series often up to 57.5 µM), without a hit: top-dose activity change, negative = inhibition, most hits filed as inhibitors. 0.036% of 280,000 active; active = well fitted inhibition curve with a large enough effect in the signal ratio, with a control signal flat, not every such curve was filed as active; inconclusive = small, poorly fitted or top-dose-only effect, or effect the other way, or a change in a side signal; inactive = no such curve, though single readings can be large or run the other way; the % refers to the signal ratio; also: % is scaled to controls: 0 for no effect and ±100 for the full control effect
Target sequence (Q9NR56 whole entry, looked up): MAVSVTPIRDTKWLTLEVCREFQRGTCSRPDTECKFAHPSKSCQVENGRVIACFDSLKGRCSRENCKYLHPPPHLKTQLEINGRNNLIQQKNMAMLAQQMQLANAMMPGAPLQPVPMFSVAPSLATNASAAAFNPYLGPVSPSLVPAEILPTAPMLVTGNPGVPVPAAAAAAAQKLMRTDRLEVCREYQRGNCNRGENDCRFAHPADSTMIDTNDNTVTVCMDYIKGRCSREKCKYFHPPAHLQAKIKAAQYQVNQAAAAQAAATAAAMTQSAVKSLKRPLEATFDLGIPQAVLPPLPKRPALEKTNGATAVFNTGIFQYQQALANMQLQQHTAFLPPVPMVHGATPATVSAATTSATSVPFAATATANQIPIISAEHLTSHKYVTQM
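Compounds (final 92 nM to 58 uM) are added to His-tagged MBNL1 and biotin-(CUG)12, then terbium anti-His antibody and streptavidin-XL665 (5 nM final). After 60 min at room temperature, the 665/545 nm ratio is read.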
NPC1 promoter act: NPC1 promoter activation | Huh7 NPC1 promoter luciferase reporter, 24 h | Potency, µM (highest dose often 9.22 µM), inactives show top-dose activation, hits mostly activators | 2.4% of 320,000 active | AID 485313;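 also: % of control where 0% means no effect; nearly all actives have a fitted effect of over 60% in size; reporter is driven by a mutant NPC1 promoter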
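Compounds in DMSO were transferred onto Huh7 NPC1-luciferase reporter cells pre-incubated 2 h; after 24 h at 37 °C, Amplite reagent was dispensed and luminescence recorded 10 min later.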
p53 reactivator: restores transcriptional activity of mutant p53; H1299 p53-A138V BP100-luciferase reporter, luminescence, 24 h; Potency, µM (titrated, usually from 92.2 µM), for the others: at the top dose activity change, positive = activation, hits mostly activators; 0.063% of 320,000 active; AID 504706; also: % of control where 0% means no effect; nearly all actives have a fitted effect of over 45% in size
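p53-null H1299 cells stably carrying temperature-sensitive p53-A138V and a BP100-luciferase reporter were pinned with compounds (4-point, 1:5 series) and held 24 hrs at 37 deg C. Luminescence was read 10 min after detection reagent.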
ELG1 genotoxic: genotoxicity induction in ELG1-luciferase HEK293T cells; Potency, µM (series often up to 46 µM), inactives show top-dose activity change, positive = activation, hits mostly activators; AID 504466; 1.3% of 330,000 active; HEK293T ELG1-luciferase reporter, luminescence, 16 h; also: % of control where 0% means no effect; nearly all actives have a fitted effect of over 60% in size
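HEK293T cells expressing luciferase-tagged ELG1 were exposed to compound or DMSO vehicle for 16 hr at 37 °C and 5% CO2. Luciferase activity was then measured with ONE-Glo after 30 min at room temperature.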
Gal4-VP16 FLuc: counter-screen for ROR gamma inhibitors: Gal4-VP16 reporter; Drosophila S2 Gal4-VP16 UAS-luciferase, luminescence, 20 h; Potency, µM (titrated, usually from 53.6 µM), for inactives: at the highest dose activity, negative = inhibition, actives largely listed as inhibitors; 3.5% of 310,000 active; AID 2546;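 also: Gal4-VP16 expression switched on by copper sulfate through the metallothionein promoter; % is scaled to controls: 0 for no effect and ±100 for the full control effect; nearly all actives have a fitted effect of over 50% in size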
An asterisk follows results filed as active; ? = inconclusive; . = no result given; & = joins results of further samples; [ ] = remark or other dose. Unless noted, calls follow the shape of the dose curve; as a rule, active = well fitted curve in the direction sought with a large enough effect; inconclusive = small, poorly fitted or top-dose-only effect, or another doubt; inactive = no such curve, though single readings can be large; an effect the other way counts as inactive or inconclusive. Potency is read from the fitted curve at half-maximal effect. This is a subset. The share of hits here may be higher or lower than overall.

SMILES | MLL CXXC-DNA inh | BRCA1 expr act | FLuc modulator | RORgamma inh | uPA surface inh | Rab9 prom act | MBNL1 CUG block | NPC1 promoter act | p53 reactivator | ELG1 genotoxic | Gal4-VP16 FLuc
O=C(NC(=S)Nc1ccc(CN2CCOCC2)cc1)c1ccco1 | 0% | 87% | 17µM* | 0% | -3% | ? | -6% | 20% | 4% | ? | -12%
CSc1ccc(/C=C(/NC(=O)c2ccc(C)cc2)C(=O)Nc2cccc(C)c2)cc1 | 16% | 7% | 4% | 21%[10 µM] | -2% | -10% | . | -7% | 4% | 2% | -16%
CC1(C)C(C#N)=C(N)Oc2c1c(=O)oc1ccccc21 | -2% | -10% | 0% | 6% | 14% | 0% | -4% | 0% | 1% | -1% | 4%
CCc1cccc(NC(=O)C2CCN(S(=O)(=O)c3c(C)noc3C)CC2)c1 | -3% | -28% | -1% | 26% | -1% | 1% | -9% | -2% | 2% | -2% | -8%
CN(C)c1ccccc1C(=O)N1CCCC(Nc2ccc(F)cc2)C1 (stereo not given) | -2% | -11% | 1% | 18% | -5% | -1% | -5% | -1% | -8% | -4% | 8%
CCN(CC)S(=O)(=O)c1ccc(NC(=O)c2ccc(OCC3CCCO3)cc2)cc1 (stereo not given) | . | -27% | -17% | . | ? | -32%[inhibitor] | . | -22% | -9% | -6% | .
O=C(NCc1ccccc1)c1cccnc1 | -2% | 25% | 1% | -19% | 11% | -6% | 6% | -6% | -6% | -1% | -18%
O=C(CSc1nccn(-c2cccc(F)c2)c1=O)Nc1ccc(Cl)cc1F | 7% | -41% | 5% | 8% | 6% | -5% | 30% | 1% | 2% | -5% | -3%
O=C(NCCCN1CCCC1=O)c1cccc(S(=O)(=O)Nc2ccc(Br)cc2)c1 | . | -1% | -3% | . | -2% | -1% | . | 1% | -19% | -6% | .
CC(C)N1CCC(=NNC(=O)c2ccccc2[N+](=O)[O-])CC1 | -6% | -8% | 3% | -31% | 2% | 0% | 32%[activator] | 0% | 1% | 1% | 21%
O=C(c1ccccc1F)n1c2c(c3ccccc31)CCCC2 | 2% | -21% | -2% | 1% | ? | 1% | -2% | -4% | 4% | -2% | 2%
Nc1ccc(C(=O)O)cc1 | 2% | 56%&2%&-3% | 2%&2% | 0%&4% | 4%&13%&-3% | -1%&-1% | . | -1%&0% | 1%&6% | 0%&1% | 0%&1%
C/C(=N/NC(=O)CNC(=O)c1ccncc1)c1ccco1 | -13% | 0% | 2% | -13% | -1% | -6% | 16% | 1% | 0% | -1% | -5%
O=C(NCc1cccc(Cl)c1)N1CCN(S(=O)(=O)c2ccccc2F)CC1 | -5% | 0% | 0% | -19% | 3% | -2% | -1% | 9% | -1% | -4% | -8%
O=C(Cc1csc(N2CCOCC2)n1)N/N=C/c1cccc(O)c1 | 1% | -14% | ? | 16% | . | -2% | 15% | 0% | 5% | 1% | -10%
CCCCC(=O)NC1(C(F)(F)F)C(=O)N(CC(C)C)C2=C1C(=O)CC(C)(C)C2 (stereo not given) | -4% | 13% | -3% | 18% | -10% | -2%[1.84 µM] | -1% | -5% | 18% | -1% | 2%
C#CCC(NC(=O)c1ccc(C#N)cc1)C(=O)NCCC (stereo not given) | . | 18% | 2% | . | 7% | -1% | . | 0% | 6% | 0% | .
CCCCn1c(SCC(=O)OC)nc2c1c(=O)n(C)c(=O)n2C | 5% | 11% | 1% | -10% | . | 2% | -8% | -1% | -3% | 0% | 2%
COC(=O)Cn1cnc2c(C#N)c3n(c2c1=O)CCCCC3 | 16% | 4% | 4% | 7%[0.365 µM] | . | -2% | -7% | 1% | -2% | -1% | .
COc1ccc(N(C)S(=O)(=O)c2ccc(Cl)c(C(=O)NCC(C)(C)N3CCOCC3)c2)cc1 | . | -26% | 7% | . | -4% | -18% | . | -13% | 2% | -1% | .
CC(=O)NS(=O)(=O)c1ccc(N=c2ssc3c2-c2ccc(C)cc2NC3(C)C)cc1 | -8% | -17% | 1% | ? | -5% | -6% | 17% | -4% | 9% | -3% | -12%
CCOc1cccc2sc(N(CCCN(C)C)C(=O)Cc3ccccc3)nc12 | 12% | -5% | 0% | 10% | -1% | -4% | -14% | -1% | 15% | -12% | -3%
O=C1C=C(NCc2ccccc2)c2ccccc2C1=O | ? | -109% | -10% | 16µM* | -2% | -44%[inhibitor] | ? | -26% | -12% | -14% | ?
O=C(O)CC(SCC(=O)Nc1ccc(Cl)c(S(=O)(=O)N2CCOCC2)c1)C(=O)O (stereo not given) | 3% | 0% | 0% | -2% | 4% | 3% | -15% | 3% | -3% | 0% | 1%
COc1ccc(OC)c(NC(=S)NN2CCOCC2)c1 | 2% | 22% | -11% | 28µM* | 0% | 1% | -4% | -3% | -7% | -26% | -8%[0.365 µM]
COc1ccc(NS(=O)(=O)c2cccc(C(=O)NCC(c3ccco3)N3CCCC3)c2)cc1 (stereo not given) | . | -12% | 2% | . | 2% | -1% | . | 0% | 0% | 5% | .
Cc1ccc(C2C(C#N)=C(N)OC3=C2C(=O)CC(C)(C)C3)s1 (stereo not given) | -15% | 7% | 2% | 10% | -2% | -1% | -10% | 0% | -4% | 3% | -14%
CC(C)(CN=C1NS(=O)(=O)c2ccccc21)CNC(=O)c1ccccc1 | 2% | -11% | 4% | ? | 8% | 0% | 3% | -3% | -17% | -14% | 4%
CCOc1cc(/C=C2\CCC/C(=C\c3cc(Cl)c(O)c(OCC)c3)C2=O)cc(Cl)c1O | 3% | -103%[inhibitor] | -1% | ? | -7% | -1% | 3% | 21% | -10% | -2% | 11µM*
Cc1cc(C)c2nc(SCC(=O)N3CCCCC3)c(C#N)cc2c1 | -8% | -21% | 2% | -28% | 5% | -3% | -4% | -2% | 3% | 0% | -8%
CC(=O)NS(=O)(=O)c1cccnc1Nc1ccc(Cl)cc1 | 3% | 2% | 0% | 4% | -5% | -5% | 2% | -1% | 1% | 0% | 12%
CCCCNC(=O)CCn1nc(-c2ccc(Cl)cc2)ccc1=O | -13% | 1% | -1% | 4% | 0% | 6% | 7% | 0% | -3% | -1% | 4%
CCN(CC)CCCOc1ccc(C)cc1Br | 19% | -2% | -1% | -4% | 1% | -3% | 0% | -1% | 5% | 1% | 9%
CC(=O)c1ccccc1NC(=O)COC(=O)c1cc(C)oc1C | . | -21% | 5% | . | 7% | -2% | . | 2% | -2% | 0% | .
Cc1sc(-c2ccncc2)nc1OC(=O)c1ccc(Cl)cc1 | 79%[activator] | -18% | -1% | -36% | -1% | -3% | ? | -4% | 9% | -2% | 1%
Cc1ccc(CN2CCN(/N=C/c3ccc(C)s3)CC2)c(C)c1 | 1% | -6% | 4% | 10% | 5% | 2% | . | -3% | -10% | -4% | -1%
O=C(NC(=S)Nc1nc2c(s1)CSc1ccccc1-2)c1ccccc1 | 10% | -44% | -29% | 16µM* | 2% | 4% | 9% | 0% | -9% | . | ?
CC(C)(C)C1CCc2c(sc3ncn(N)c(=N)c23)C1 (stereo not given) | -8% | -28% | -3% | ? | -10% | -2% | 3% | -2% | 3% | -10% | -20%
CCCCN(CCCC)CCNC(=O)c1cn(CC)c2ccc(S(=O)(=O)N3CCCC3)cc2c1=O | 8% | 1% | 2% | -1% | -2% | -6% | -4% | -3% | 5% | 3% | 5%
O=C(Cn1nc(-c2ccccc2)oc1=O)OCC(=O)c1ccc(F)c(F)c1 | . | -4% | 8% | . | -9% | -1% | . | -2% | 3% | 0% | .
O=C(CNC(=O)c1cc2c(n(-c3ccccc3)c1=O)CCCC2=O)c1ccccc1 | -10% | 1% | -3% | 18% | -4% | 9% | 3% | -1% | -10% | 0% | 10%
COCCN(C(=O)CNC(=O)c1ccco1)C(C(=O)NC1CCCC1)c1ccccc1 (stereo not given) | -2% | -9% | 3% | -35% | -10% | -1% | 10% | -2% | 4% | 9% | -2%
CC(=O)N(CCCCN1C(=O)c2ccccc2C1=O)c1ccc(C)cc1 | -5% | -12% | 0% | -8% | 5% | -2% | 14% | 0% | -1% | 0% | 10%
COCCOc1nc2c(c(=O)n(C)c(=O)n2C)n1CCc1ccccc1 | -1% | -22% | 5% | ? | -1% | 1% | -5% | 1% | 0% | 0% | ?
O=C(NNc1ccc([N+](=O)[O-])cc1)c1ccco1 | ? | 5% | -8% | 7% | -1% | -1% | ? | 0% | 5% | 2% | -3%

From PubChem
